# Screening data deposited in PubChem BioAssay by National Center for Advancing Translational Sciences (NCATS).
# Coupling enz = counter-screen for Giardia aldolase inhibitors: coupling enzyme system; actives 0.67% (n = 290,000); activity change, negative = inhibition, % at 58.2 µM, hits read low; coupling enzyme system counterscreen, AmpLite Red fluorescence; in the data active = activity change below about -30%; also: % is scaled to controls: 0 for no effect and ±100 for the full control effect
#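 Compounds tested against the coupling enzymes alone at 57.5 uM final; readout was AmpLite Red fluorescence (525/598 nm) after 20 min at RT.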
# ASM inhibitor = inhibitors of human secretory acid sphingomyelinase | Potency, µM (highest dose often 57.5 µM), without a hit: top-dose activity change, negative = inhibition, hits mostly inhibitors | AID 504937 | placental ASM, HMU-PC fluorogenic substrate, 60 min | actives 0.006% (n = 340,000); also: potency is read from the fitted curve at half-maximal effect
#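 Steps: dispense placental human ASM, pin compound, wait 10 min at room temperature, add HMU-PC0 substrate at 9 uM final, incubate 60 min at 37 °C, add stop solution raising pH to 10, read fluorescence.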
# B2AR arrestin = agonists driving beta-arrestin recruitment to human beta2-adrenergic receptor; P07550; beta-arrestin recruitment to beta2AR, cell-based reporter; Potency, µM (series often up to 46.1 µM), for the others: at the top dose activation, actives largely listed as activators; actives 0.02% (n = 330,000);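 also: potency is read from the fitted curve at half-maximal effect; 0% = DMSO controls and full agonism = EC100 isoproterenol or metaproterenol; nearly all actives have a fitted effect of over 65% in size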
# GALK inhibitor = inhibitors of human galactokinase. Purified GALK, Kinase-Glo residual ATP luminescence. Potency, µM (series often up to 57.5 µM), for inactives: at the top dose activity change, negative = inhibition, actives largely listed as inhibitors. actives 0.007% (n = 270,000). AID 1868; also: potency is read from the fitted curve at half-maximal effect; % is scaled to controls: 0 for no effect and ±100 for the full control effect
#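 5 nM enzyme, 35 uM ATP, 100 uM galactose, 20 mM HEPES pH8.0, 5 mM MgCl2; 1 h RT; residual ATP by Kinase-Glo Plus luminescence, qHTS format.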
# Menin-MLL TR inh = displaces Texas Red mutant MLL peptide from human menin; O00255; Menin + Texas Red MLL mutant peptide, fluorescence polarization; Potency, µM (highest dose often 61.6 µM), inactives show top-dose FP activity change, negative = inhibition, most hits filed as inhibitors; actives 0.23% (n = 270,000); AID 1768; active = well fitted inhibition curve with a large enough effect in the polarisation, with a control signal flat, not every such curve was filed as active; inconclusive = small, poorly fitted or top-dose-only effect, or effect the other way, or a change in a side signal; inactive = no such curve, though single readings can be large or run the other way; the % refers to the polarisation; also: potency is read from the fitted curve at half-maximal effect; % of control where 0% means no effect; many of its hits are not listed in these tables
# Target sequence (O00255 whole entry, looked up): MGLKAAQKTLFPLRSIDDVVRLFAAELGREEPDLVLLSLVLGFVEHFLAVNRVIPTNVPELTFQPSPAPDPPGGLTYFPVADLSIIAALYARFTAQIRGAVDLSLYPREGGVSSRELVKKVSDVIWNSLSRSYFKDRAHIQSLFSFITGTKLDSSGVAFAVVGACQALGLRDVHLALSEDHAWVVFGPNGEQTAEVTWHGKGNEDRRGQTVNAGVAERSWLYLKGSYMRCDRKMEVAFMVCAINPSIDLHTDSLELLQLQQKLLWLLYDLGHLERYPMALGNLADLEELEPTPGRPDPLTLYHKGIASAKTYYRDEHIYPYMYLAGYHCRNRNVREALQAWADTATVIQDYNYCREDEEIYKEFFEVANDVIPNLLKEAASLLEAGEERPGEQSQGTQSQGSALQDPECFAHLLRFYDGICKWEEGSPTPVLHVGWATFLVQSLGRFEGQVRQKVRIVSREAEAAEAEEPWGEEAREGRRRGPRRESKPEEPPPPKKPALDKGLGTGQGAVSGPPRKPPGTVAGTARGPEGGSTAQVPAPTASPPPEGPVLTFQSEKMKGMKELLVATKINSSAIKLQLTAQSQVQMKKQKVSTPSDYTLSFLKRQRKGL
# Giardia kill = Giardia lamblia killing | actives 0.15% (n = 340,000) | Giardia lamblia trophozoite viability | AID 540267 | activity change, % at 7.66 µM, hits read low; in the data active = activity change below about -80%; inconclusive = between about -30% and that limit;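 also: parasites exposed to compound for two days anaerobically before the ATP read; % is scaled to controls: 0 for no effect and ±100 for the full control effect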
#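 Each well holds 100 Giardia trophozoites and compound. After two days (48 hrs) at 37 deg C in anaerobic conditions, ATP is quantified by luminescence.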
# Tb PFK inh = blocks T. brucei phosphofructokinase; actives 0.17% (n = 330,000); T. brucei PFK, ADP-Glo luminescence; Potency, µM (doses to about 57.5 µM), inactives show at the top dose activity, negative = inhibition, usual class: inhibitors;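 also: potency is read from the fitted curve at half-maximal effect; 0% = uninhibited 1x PFK enzyme wells and -100% = no-enzyme wells; nearly all actives have a fitted effect of over 60% in size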
#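 In TEA buffer at pH 8.0 with 5 mM MgCl2, enzyme (1.25 nM) converted F6P (0.5 mM) and ATP (0.1 mM) for 45 min at room temperature. ADP product was read by luciferase luminescence.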
# a7 integrin act = activators of alpha7 integrin expression for muscular dystrophy | alpha7betagal myoblasts, beta-gal FDG fluorescence, 48 h | Potency, µM (top dose mostly 38.3 µM), for the others: at the highest dose activation, most hits filed as activators | actives 0.064% (n = 350,000);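 also: potency is read from the fitted curve at half-maximal effect; 100% = response of the positive control SU9516; nearly all actives have a fitted effect of over 60% in size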
#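 Alpha7betagal+/- myoblasts (passage 13) were plated 16-24 hr, then exposed to compounds (1:260 dilution of DMSO stock) for 48 hours at 37C. After MPER lysis, β-galactosidase reporter activity was read as FDG fluorescence (ex 480/em 540) after 30 minutes.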
# Chronic BCR inh = inhibitors of chronic active B-cell receptor signaling | actives 0.05% (n = 340,000) | Potency, µM (titrated, usually from 46.1 µM), inactives show top-dose ratio change, negative = lower green/red ratio, hits mostly inhibitors | ABC-DLBCL IkBa-CBG/CBR reporter, luminescence ratio, 4 h; active = well fitted inhibition curve with a large enough effect in the signal ratio, with a control signal flat, not every such curve was filed as active; inconclusive = small, poorly fitted or top-dose-only effect, or effect the other way, or a change in a side signal; the % refers to the signal ratio;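 also: potency is read from the fitted curve at half-maximal effect; plate controls were basal doxycycline-induced cells for no effect and cells given 10 µM MG132 for full effect; MG132 reads +100%, hits lower the ratio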
#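 Doxycycline induced both beetle luciferases in TMD8 lymphoma cells; IKK-driven degradation limits the IkappaBalpha-fused green signal, while red luminescence normalises for cell number and nonspecific effects. Compounds tested up to 46 uM, 4 hrs.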
# TSG101-PTAP inh = blocks PTAP/TSG101 interaction to inhibit HIV-1 budding. Q99816. Potency, µM (top dose mostly 115 µM), without a hit: at the highest dose activity change, negative = inhibition, usual class: inhibitors. 340,000 tested, under 10 active. Fluorescence polarization, FITC-PTAP peptide / Tsg101 binding; active = well fitted inhibition curve with a large enough effect in the main read-out, with a control signal flat, not every such curve was filed as active; inconclusive = small, poorly fitted or top-dose-only effect, or effect the other way, or a change in a side signal; inactive = no such curve, though single readings can be large or run the other way; also: potency is read from the fitted curve at half-maximal effect; % of control where 0% means no effect
# Target sequence (Q99816 whole entry, looked up): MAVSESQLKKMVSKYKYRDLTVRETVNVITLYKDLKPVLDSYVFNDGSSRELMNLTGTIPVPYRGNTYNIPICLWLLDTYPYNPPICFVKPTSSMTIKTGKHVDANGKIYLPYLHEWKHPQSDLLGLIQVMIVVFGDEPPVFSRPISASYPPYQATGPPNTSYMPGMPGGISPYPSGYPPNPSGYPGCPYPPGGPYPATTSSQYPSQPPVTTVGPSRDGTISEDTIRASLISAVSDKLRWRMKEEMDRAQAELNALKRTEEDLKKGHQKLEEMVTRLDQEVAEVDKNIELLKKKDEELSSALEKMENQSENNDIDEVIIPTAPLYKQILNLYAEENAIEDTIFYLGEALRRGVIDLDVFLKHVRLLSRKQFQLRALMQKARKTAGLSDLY
#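 Fluorescence polarization binding of Tsg101 binding domain (10 uM final) to FITC-labeled PTAP peptide (50 nM final) in HEPES pH 7.5 buffer with NaCl, Tween 20, EDTA, TCEP. Compounds added before peptide; binding 20 min at RT.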
# PKM2 act = activators of human pyruvate kinase M2; purified PKM2, Kinase-Glo ATP luminescence, activation; response scale: 0% is enzyme alone, no compound; Potency, µM (titrated, usually from 57.5 µM), for the others: at the highest dose activation, actives largely listed as activators; actives 0.34% (n = 260,000); AID 1631; also: potency is read from the fitted curve at half-maximal effect; % is scaled to controls: 0 for no effect and ±100 for the full control effect; nearly all actives have a fitted effect of over 55% in size
#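 ATP formation by purified human PK-M2, quantified via coupled luciferase luminescence after 1 h at room temperature with 0.1 mM ADP and 0.5 mM PEP final.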
# * marks the source's active call; other numbers are inactive results; i = inactive; ? = inconclusive; nt = not tested or not shown; & = joins results of further samples; [ ] = dose if it differs, or a comment. Unless noted, calls follow the shape of the dose curve; as a rule, active = well fitted curve in the direction sought with a large enough effect; inconclusive = small, poorly fitted or top-dose-only effect, or another doubt; inactive = no such curve, though single readings can be large; an effect the other way counts as inactive or inconclusive. An excerpt; count on the stated rates, not on these rows.
SMILES,Coupling enz,ASM inhibitor,B2AR arrestin,GALK inhibitor,Menin-MLL TR inh,Giardia kill,Tb PFK inh,a7 integrin act,Chronic BCR inh,TSG101-PTAP inh,PKM2 act
CC(O)CNc1cc(N)c([N+](=O)[O-])cc1[N+](=O)[O-] (stereo unspecified),-3,-6%,-0.1%,0%,1%,-19,0%,5%,-2%,-1%,-7%
Cc1c(O)ccc2c(CC(=O)N[C@@H](Cc3ccccc3)C(=O)O)cc(=O)oc12,27,i,0.3%,0%,-1%,0,-5%,2%,-1%,-3%,nt
Cc1ccc(NC(=O)/C(=C/c2ccc([N+](=O)[O-])cc2)NC(=O)c2ccccc2)cc1,0,-2%,0.5%,8%,nt,2,-3%,-25%,3%,-2%,-6%
COC(C(=O)NCc1ccccc1C)c1ccccc1 (stereo unspecified),-3,-3%,-1.2%,0%,-6%,5,1%,0%,3%,-3%,-1%
COc1cccc(-c2c(C(=O)N/N=C/c3sccc3C)nnn2-c2nonc2N)c1,-24,?,-0.3%,-2%,?,-10,2%,5%,?,-5%,-15%[0.46 µM]
CCCCCn1c(=O)[nH]c2cc(C(=O)NCCCN(C)Cc3ccccc3)ccc2c1=O,5,44%[activator],0.3%,-3%,?,6,-2%,?,-3%,0%,4%
Cc1ccc(C2(C)NC(=O)N(CC(=O)Nc3ccc(Cl)c(S(=O)(=O)N4CCCCC4)c3)C2=O)cc1 (stereo unspecified),nt,-4%,0.0%,nt,nt,-12,1%,-24%,?,0%,nt
CCN(CC(O)c1cccc(O)c1)C(=O)C12CC3CC(CC(C3)C1)C2 (stereo unspecified),1,0%,0.0%,-1%,?,12,-5%,-20%,0%,0%,nt
COCCCNC(=O)C1CCC(CNS(=O)(=O)c2ccc(OC)cc2)CC1 (stereo unspecified),2,2%,-0.5%,11%,1%,19,1%,-21%,11%&13%,-1%,0%
Cc1cc(C)c2c(CN3CCC(C)CC3)cc(=O)oc2c1,1,16%,2.8%,-1%,?,-24,6%,0%,?,-6%,nt
O=C(O)c1cnn(-c2ccccc2)c1-n1cccc1,-5,2%,-0.5%,0%,7%,-13,0%,-12%,-6%,-2%,4%
COc1cc(/C=C2/SC(=O)NC2=O)ccc1Oc1ccc([N+](=O)[O-])cc1[N+](=O)[O-],5,-2%,-0.1%,-9%,nt,?,0%,-28%,10%,3%,3%
Cc1ccc2nc3c(cc(C(=O)NCC4CCCO4)c(=N)n3CCCOC(C)C)c(=O)n2c1 (stereo unspecified),-19,nt,-0.8%,3%,-12%,-1,-2%,-18%,-1%,-8%,-2%
COC(=O)c1cc(Br)c(=O)n(-c2ccc(C(C)=O)cc2)c1,3,nt,-0.6%,8%,-4%,nt,2%,nt,?,nt,-6%
CC(=O)Nc1ccc(OS(=O)(=O)c2ccc([N+](=O)[O-])cc2)cc1,-1,-2%,0.3%,-3%,14%,-4,2%,-48%[inhibitor],6%,-3%,1%
CCC(CC)c1nnc(NC(=O)C2=NNC(=O)CC2)s1,0,4%,-0.1%,0%,-4%,1,1%,9%,8%,-3%,-1%
N#Cc1ccc(/C=C/C(=O)c2cccnc2)cc1,1,4%,0.0%,-1%,15%,-1,-11%,-71%[inhibitor],?,-4%,8%
CN(C)CCOC(=O)C1(c2ccccc2)CCOCC1,3,4%&0%,-0.2%&-0.3%,0%&1%,6%&6%,?,4%&0%,18%&19%,?,-10%&-4%,0%&0%
CC(=O)Nc1ccc(S(=O)(=O)NCc2nc(-c3ccccc3Cl)no2)cc1,3,-3%,-0.4%,5%,3%,-2,0%,5%,-13%,-1%,4%
CCOC(=O)c1cc(C(C)(C)C)oc1CNC(=O)c1c(C)oc2c1CCCC2,2,-1%,0.2%,0%,-21%,6,-5%,-2%,?,-6%,2%
CCCCS(=O)(=O)c1sc2nc3c(cc2c1N)CCCC3,-1,95%[activator],0.5%,5%,11%,16,0%,-19%,-3%,-2%,4%
Cc1c(C(=O)OCC(=O)c2c(N)n(CC(C)C)c(=O)n(C)c2=O)oc2ccccc12,3,-1%,0.5%,1%,10%,-4,1%,-26%,?,-8%,0%
Cc1ccc(C(=S)NCS(=O)(=O)c2ccc(C)cc2)cc1,1,0%,?,-5%,nt,-1,27µM*,-20%[7.66 µM],?,-3%,12%
Cc1ccc2[nH]cc(CCNC(=O)c3ccco3)c2c1,-1,-2%,-0.5%,7%,17%,13,-22%,?,?,-1%,0%
Cc1cc(=O)[nH]c(/N=C(\N)Nc2ccc(SC(F)F)cc2)n1,-1,-2%,0.0%,14%,-2%,-22,0%,-17%,-1%,-3%,-7%
COc1ccc(CCNC(=O)CCCOc2cccc(C)c2C)cc1OC,-2,5%,-0.2%,-1%,nt,8,-16%,-3%,-6%,-9%,-9%
CCC(CC)C(=O)NCCc1cc2ccc(C)cc2[nH]c1=O,2,2%,0.1%,-1%,5%,-8,1%,3%,-1%,-3%,8%
CCOC(=O)c1[nH]c2ccc(C)cc2c1N,0,162%[activator],-0.4%,0%,-1%,-19,0%,13%,?,-6%,-6%
CCC(=O)OCC(=O)c1cc(C)n(-c2ccc(Br)cc2)c1C,-11,-4%,0.0%,1%,-20%,39[activator],0%,13%,-4%,0%,1%
Cc1ccc(C)c(NC(=O)CSc2nnc(-c3ccccc3)o2)c1,0,-1%,-0.4%,0%,20%,10,11%,10%,-1%,2%,1%
COC(=O)c1ccc(COc2ccc(/C=N/Nc3nc(C)cc(=O)[nH]3)cc2)cc1,2,-2%,2.4%,-3%,nt,-6,1%,-15%,6%,0%,-4%
O=C(NCCN1CCOCC1)c1cc(Sc2cccc(Cl)c2)nc2ccccc12,0,1%,-0.9%,0%,-29%,34[activator],4%,-17%,9%,-2%,5%
Cc1cc(C)c2sc(N(CCCN(C)C)C(=O)c3ccc(Br)s3)nc2c1,3,-24%,-0.5%,6%,-2%,-3,3%,-78%[inhibitor],4%,-2%,-3%
c1ccc(C(c2ccccc2)c2noc(CN3CCC(c4ccncc4)CC3)n2)cc1,-1,-5%,0.5%,0%,-18%,28,2%,0%,2%,-4%,3%
CCOc1ccc(/C(O)=C2/C(=O)C(=O)N(CC3CCCO3)C2c2cccs2)cc1 (stereo unspecified),13,4%,-0.5%,0%,-1%,21,-1%,?,1%,3%,2%
O=C(Nc1ccc(Cc2ccncc2)cc1)c1ccc(S(=O)(=O)N2CCCC2)cc1,-2,-3%,0.0%,2%,21%,6,-5%,0%,0%,0%,9%
COc1ccc(NC(=O)c2ccco2)c(NC(=O)Cc2cccs2)c1,-1,3%,-0.5%,-4%,10%,10,8%,0%,6%,0%,1%
COc1ccccc1C(=O)N/C(=C\c1cn(C)c2ccccc12)C(=O)N1CCCC1,-5,2%,-0.1%,-4%,-23%,8,1%,-12%,-20%,-5%,nt
O=C1CCc2cc(S(=O)(=O)Nc3ccccc3)cc3c2N1CC3,nt,-3%,0.2%,nt,nt,1,1%,0%,0%,-4%,nt
CC(C)(C)OC(=O)N1CCC[C@H]1C(=O)Nc1ccc(S(=O)(=O)C(F)F)cc1,-1,-5%,-0.5%,-3%,62%[activator],30[activator],-9%,1%,0%,-5%,nt
COc1ccc(-n2cc(C(=O)c3ccc4ccccc4c3O)cn2)cc1,-2,-1%,0.4%,1%,?,13,1%,8%,?,-1%,1%
Cn1c(=O)c2c(ncn2CC(COCc2ccccc2Cl)OCc2ccccc2Cl)n(C)c1=O (stereo unspecified),3,-11%,-0.1%,-1%,-17%,-1,-3%,-18%,?,-2%,11%
CCOC(=O)c1cnc(-n2nc(C)cc2C)nc1N(CC)CC,-1,-2%,?,-2%,-8%,2,-2%,-18%,?,-5%,-6%
CCOc1ccccc1NC(=O)COC(=O)Cc1ccsc1,nt,3%,0.0%,nt,nt,-2,0%,2%,-7%,-1%,nt
O=[N+]([O-])c1ccc(N/N=C/c2ccc(O)c(O)c2O)c(S(=O)(=O)N2CCOCC2)c1,-59*,-17%,0.1%,4%,?,-1,?,-14%,0%,-2%,20%
Cc1ccc(C(=O)OC(C)C(=O)c2cc(C)c(C)cc2C)o1 (stereo unspecified),nt,-2%,0.4%,-3%,nt,1,?,3%,0%,-1%,-2%
O=C(c1ccc(Br)cc1)c1cc(-c2ccccn2)c(N2CCOCC2)s1,-1,10%,0.1%,-5%,-29%,2,-2%,-16%,2%,-1%,1%
